Apoferritin bind = qHTS Assay for Identification of Novel General Anesthetics; Ferritin light chain (Equus caballus), P02791; apoferritin/1-aminoanthracene competitive binding, fluorescence; Potency, µM (series often up to 77.5 µM), for the others: at the top dose activity change, negative = displacement, actives largely listed as inhibitors; actives 0.074% (n = 350,000); further: potency means the concentration at half of the fitted maximal effect; on the % scale 0 is the no-effect control and ±100 the full control effect; nearly all actives have a fitted effect of over 20% in size
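Apoferritin-based anesthetic binding model; compound displacement of fluorescent 1-AMA measured as endpoint fluorescence after 10 minutes at room temperature, scaled to free-ligand and complex controls.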
LDHA inh = qHTS assay for inhibitors of human lactate dehydrogenase; L-lactate dehydrogenase A chain (Homo sapiens), P00338; purified LDHA, NADH/diaphorase-resazurin fluorescence; hits give low values; activity change, % (values are at about 110 or 230 µM); actives 0.15% (n = 480,000); in the data active means activity change below about -30%; inconclusive means mostly about -25% to -30%;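 further: plate controls were DMSO wells for no effect and wells without enzyme for full effect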
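Remaining NADH was detected by diaphorase (0.133 mg/mL) converting 37 µM resazurin to fluorescent resorufin, read at 0 and 20 minutes. The preceding 5-minute room-temperature reaction used 2 nM LDHA, 0.2 mM sodium pyruvate and 0.06 mM NADH at pH 7.4.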
Pol eta inh = qHTS for Inhibitors of Polymerase Eta | recombinant Pol eta, fluorescent DNA replication assay | DNA polymerase eta (Homo sapiens), Q9Y253 | Potency, µM (highest dose often 114 µM), inactives show at the top dose activity change, negative = inhibition, usual class: inhibitors | actives 1.2% (n = 390,000); further: potency means the concentration at half of the fitted maximal effect; on the % scale 0 is the no-effect control and ±100 the full control effect
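Fluorescent replication assay: 50 nM final substrate added after a 15 min room-temperature compound preincubation with 10 nM enzyme. Signal taken at 0 min and again at 10 min.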
APE1 inh = qHTS Assay for Inhibitors of the Human Apurinic/apyrimidinic Endonuclease 1 (APE1). Potency, µM (highest dose often 65.8 µM), inactives show top-dose activity change, negative = inhibition, usual class: inhibitors. actives 0.35% (n = 350,000). AID 2517, 2012. recombinant APE1, TAMRA/BHQ-2 abasic DNA cleavage fluorescence. DNA repair nuclease/redox regulator APEX1 (Homo sapiens), P27695;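 further: potency means the concentration at half of the fitted maximal effect; plate controls were vehicle for no effect and reference inhibitor for full effect; nearly all actives have a fitted effect of over 55% in size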
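Quantitative HTS: incision of a TAMRA/BHQ-2 double-stranded substrate bearing a tetrahydrofuran abasic site by 0.75 nM APE1 raises fluorescence. Substrate 50 nM final, added after 15 min compound preincubation at room temperature; progress as third-minus-first kinetic read difference.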
GRP78 ERSR act = qHTS for Inducers of the Endoplasmic Reticulum Stress Response (ERSR) in Human Glioma: qHTS | U87-MG GRP78 promoter luciferase reporter, 16 h | Potency, µM, for the others: at the top dose activation, actives largely listed as activators | actives 0.02% (n = 420,000) | AID 602332, 2012; further: potency means the concentration at half of the fitted maximal effect; series mostly up to about 76 µM; % of control where 0% means no effect; nearly all actives have a fitted effect of over 35% in size
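Stably transfected U87-MG glioma cells carrying a GRP78-based luciferase sensor; 16 h compound incubation. Luminescence end-point read 10 min after Bright-Glo addition at room temperature.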
Pol kappa inh = qHTS for Inhibitors of Polymerase Kappa | DNA polymerase kappa (Homo sapiens), Q9UBT6 | purified Pol kappa, fluorescent DNA synthesis assay, 10 min | Potency, µM (top dose mostly 107 µM), inactives show top-dose activity, negative = inhibition, most hits filed as inhibitors | actives 0.53% (n = 400,000); further: potency means the concentration at half of the fitted maximal effect; on the % scale 0 is the no-effect control and ±100 the full control effect
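First, compounds were pin-transferred onto 10 nM Pol kappa. After 15 min at room temperature, substrate was added to 50 nM final. Fluorescence was then measured kinetically at 0 and 10 min.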
Pol beta inh = qHTS Assay for Inhibitors of DNA Polymerase Beta; Pol beta primer extension/strand displacement, fluorescence kinetic; actives 1.3% (n = 340,000); Potency, µM (highest dose often 114 µM), inactives show at the highest dose activity change, negative = inhibition, actives largely listed as inhibitors; P06746; further: potency means the concentration at half of the fitted maximal effect; on the % scale 0 is the no-effect control and ±100 the full control effect
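Reaction started by 50 nM substrate onto compound-treated Pol beta (10 nM, 15 min preincubation, room temperature); plates read at 0 min and 10 min. Normalized concentration-effect data fitted by four-parameter Hill equation.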
BLM inh = qHTS Assay for Inhibitors of Bloom's syndrome helicase (BLM); RecQ-like DNA helicase BLM (Homo sapiens), P54132; recombinant BLM DNA unwinding, fluorescence dequenching; Potency, µM (series often up to 56.1 µM), inactives show top-dose activity change, negative = inhibition, most hits filed as inhibitors; actives 0.2% (n = 350,000);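 further: potency means the concentration at half of the fitted maximal effect; plate controls were vehicle for no effect and no enzyme for full effect; nearly all actives have a fitted effect of over 35% in size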
Target sequence (P54132 whole entry, looked up): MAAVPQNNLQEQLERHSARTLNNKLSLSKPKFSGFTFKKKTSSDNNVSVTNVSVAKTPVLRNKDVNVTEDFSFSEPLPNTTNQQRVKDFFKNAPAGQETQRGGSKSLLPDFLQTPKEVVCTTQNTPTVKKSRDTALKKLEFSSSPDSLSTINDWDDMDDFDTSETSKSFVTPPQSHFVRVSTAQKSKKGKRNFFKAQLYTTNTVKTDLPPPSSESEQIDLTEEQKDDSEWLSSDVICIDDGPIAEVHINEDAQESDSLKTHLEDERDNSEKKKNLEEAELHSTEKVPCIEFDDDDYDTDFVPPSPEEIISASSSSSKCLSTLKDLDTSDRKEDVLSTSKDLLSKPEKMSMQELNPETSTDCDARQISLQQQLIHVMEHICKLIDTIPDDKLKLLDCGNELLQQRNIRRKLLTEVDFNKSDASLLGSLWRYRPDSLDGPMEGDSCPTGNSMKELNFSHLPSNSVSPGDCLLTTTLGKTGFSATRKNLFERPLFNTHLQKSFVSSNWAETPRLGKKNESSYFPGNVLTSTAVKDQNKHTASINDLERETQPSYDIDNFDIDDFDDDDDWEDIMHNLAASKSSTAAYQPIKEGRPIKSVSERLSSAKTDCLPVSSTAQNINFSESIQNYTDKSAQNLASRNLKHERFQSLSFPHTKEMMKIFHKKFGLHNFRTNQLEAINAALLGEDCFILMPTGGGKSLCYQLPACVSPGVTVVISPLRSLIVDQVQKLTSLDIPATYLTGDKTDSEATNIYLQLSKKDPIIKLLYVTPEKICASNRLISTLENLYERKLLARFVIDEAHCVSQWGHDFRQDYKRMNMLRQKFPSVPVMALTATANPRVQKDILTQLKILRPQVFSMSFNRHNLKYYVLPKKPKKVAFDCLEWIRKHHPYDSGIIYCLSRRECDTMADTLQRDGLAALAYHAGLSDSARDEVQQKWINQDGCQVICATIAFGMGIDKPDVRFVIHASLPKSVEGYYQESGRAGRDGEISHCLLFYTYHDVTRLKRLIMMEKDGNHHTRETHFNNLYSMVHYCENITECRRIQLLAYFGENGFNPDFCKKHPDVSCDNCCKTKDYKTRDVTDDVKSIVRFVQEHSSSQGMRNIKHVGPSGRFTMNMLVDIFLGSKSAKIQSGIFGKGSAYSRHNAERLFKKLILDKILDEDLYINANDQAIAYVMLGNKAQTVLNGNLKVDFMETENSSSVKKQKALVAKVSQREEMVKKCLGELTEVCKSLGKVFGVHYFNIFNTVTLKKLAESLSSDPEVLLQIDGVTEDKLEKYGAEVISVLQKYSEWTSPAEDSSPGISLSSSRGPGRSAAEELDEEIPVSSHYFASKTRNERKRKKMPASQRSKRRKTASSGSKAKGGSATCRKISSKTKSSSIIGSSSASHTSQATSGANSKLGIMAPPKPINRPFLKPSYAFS
Pol iota inh = qHTS for Inhibitors of Polymerase Iota | Pol iota fluorescent replication assay, 10 min | DNA polymerase iota (Homo sapiens), Q9UNA4 | actives 1% (n = 390,000) | AID 588590, 2011 | Potency, µM (top dose mostly 115 µM), inactives show at the top dose activity, negative = inhibition, most hits filed as inhibitors; further: potency means the concentration at half of the fitted maximal effect
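Pol iota at 10 nM preincubated 15 min with compounds at room temperature; reaction started with fluorescent substrate, 50 nM final. Fluorescence read kinetically at 0 and 10 min; buffer-only wells as negative control.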
Numbers without * were called inactive; ? = inconclusive; · = no result given; & = joins results of further samples; [ ] = dose if it differs, or a comment. Unless noted, the call rests on the fitted dose curve; in most records, active means well fitted curve in the direction sought with a large enough effect; inconclusive means small, poorly fitted or top-dose-only effect, or another doubt; inactive means no such curve, though single readings can be large; an effect the other way counts as inactive or inconclusive. A portion of the library (hit frequency here may not be typical).

(1) NCCCCCc1nnc(SCC(=O)Nc2cccc(Cl)c2)o1
(2) CCCSC1=N/C(=C\C=C\c2ccco2)C(=O)S1
(3) COc1ccc(CC(=O)N(Cc2ccccc2)c2ccccc2)cc1S(=O)(=O)N1CCOCC1
(4) COc1ccc(CC(NC(C)=O)C(=O)NC2CCN(c3c4c(nc5ncnn35)CCC4)CC2)cc1OC (stereo not given)
(5) CCOC(=O)c1c(C)[nH]c(C(=O)COC(=O)C2CC2)c1C
(6) O=C(CNC(=O)c1ccc([N+](=O)[O-])cc1)N/N=C\c1ccc(OC(=O)c2ccccc2)cc1
(7) CN(C)c1ccc(/C=C(\NC(=O)c2ccccc2)C(=O)NCc2cccnc2)cc1
(8) COc1ccc(CC(NC(C)=O)C(=O)NC2CCN(c3c(Cc4ccccc4)c(C)nc4ncnn34)CC2)cc1OC (stereo not given)

Screen / compound no.	1	2	3	4	5	6	7	8
Apoferritin bind	-16%	?	-6%	-6%	·	-21%	-13%	-1%
LDHA inh	2	12	-2	-7	-9	-6	-5	·
Pol eta inh	-3%	7.1µM*	-2%	-15%	6%	?	-13%	·
APE1 inh	-2%	4µM*	9%	-6%	17%	-1%	25%	16%
GRP78 ERSR act	-4%	0%	-3%	-1%	5%	-1%	-1%	·
Pol kappa inh	-10%	22µM*	-18%	8%	4%	-22%	6%	·
Pol beta inh	1%	5.6µM*	14%	-1%	·	7%	35%	21%
BLM inh	-5%	20µM*	-1%	-1%	·	-7%	-3%	-9%
Pol iota inh	-9%	10µM*	9%	18%	9%	-13%	51%[activator]	·

(9) CCc1ccc(Oc2cc(C)nc(N)n2)cc1
(10) Cc1ccc2[nH]c(=O)c(CC(=O)O)c(-c3ccccc3)c2c1
(11) Cc1ccc(Cl)cc1NC1=NC(=S)N(C(C)C)C12CCCCC2
(12) Cc1ccc(Cl)cc1N1CCN(C(=O)COCc2cc(-c3ccc4c(c3)OCO4)on2)CC1
(13) C=CCOc1ccccc1CN1CCC(n2nccc2NC(=O)c2ccccc2)CC1
(14) COC(=O)c1ccc(SCC(=O)NC2CCCC2)c([N+](=O)[O-])c1
(15) CCOc1ccc(NC(=O)Nc2ccc3nccnc3c2)cc1
(16) CC1(C)OC(=O)C(=NNc2ccccc2)C(=O)O1

Screen / compound no.	9	10	11	12	13	14	15	16
Apoferritin bind	-6%	-5%	3%	97%[activator]	-6%	-16%	-15%	1%
LDHA inh	3	1	1	-8&-11	-2	-3	6	1
Pol eta inh	7%	-4%	-7%	-17%	0%	-28%	?	-21%
APE1 inh	-2%	-8%	-1%	·	43%	21%	-7%	8%
GRP78 ERSR act	3%	-2%	-5%	-3%	3%	-2%	-3%	-1%
Pol kappa inh	0%	-7%	-22%	-8%	2%	-1%	-14%	-1%
Pol beta inh	5%	9%	0%	11%	49%	20%	?	51%
BLM inh	-12%	1%	-17%	-8%	-1%	6%	-6%	0%
Pol iota inh	-11%	22%	7%	-6%	6%	99%[activator]	16%	1%

(17) CCn1c(=O)cc(SCC(=O)NCc2cccnc2)c2ccccc21
(18) CCOCC(=O)Nc1cc(C(=O)OC)cc(C(=O)OC)c1
(19) COc1ccc(N=C2SCC(=O)N2c2ccc(OC)cc2)cc1
(20) FC(F)(F)c1cccc(NC(=S)N(CCCN2CCCC2)Cc2cccn2Cc2ccc(Cl)cc2)c1
(21) Cc1ccc(-c2csc3ncnc(-n4nnc5ccccc54)c23)cc1C
(22) Cn1c(SCC(=O)N2CCOCC2)nc(O)cc1=O
(23) Cc1ccc(-c2nnc(SCC(=O)NCC3CCCO3)n2C)cc1 (stereo not given)
(24) NCCCCC(NC(CCc1ccccc1)C(=O)O)C(=O)N1CCCC1C(=O)O (stereo not given)

Screen / compound no.	17	18	19	20	21	22	23	24
Apoferritin bind	-9%	3%	-18%	-20%	-15%	-4%	-4%	-5%
LDHA inh	-3	-9	-10	-7	-5	-1	-3	·
Pol eta inh	-12%	-9%	-1%	-4%	2%	12%	-4%	·
APE1 inh	0%	3%	19%	4%	-5%	8%	12%	1%
GRP78 ERSR act	-5%	-1%	-2%	-12%	-3%	-4%	1%	-6%
Pol kappa inh	-5%	5%	1%	1%	-8%	-5%	1%	-1%[60.1 µM]
Pol beta inh	?	-27%	31%	3%	6%	0%	32%	·
BLM inh	-1%	3%	-3%	-12%	-1%	-1%	-4%	-8%
Pol iota inh	10%	-17%	-5%	-1%	29%	-1%	-3%	·

Two of the compounds above, in markdown:
| no. | Molecule | Apoferritin bind | LDHA inh | Pol eta inh | APE1 inh | GRP78 ERSR act | Pol kappa inh | Pol beta inh | BLM inh | Pol iota inh |
| --- | --- | --- | --- | --- | --- | --- | --- | --- | --- | --- |
| 23 | Cc1ccc(-c2nnc(SCC(=O)NCC3CCCO3)n2C)cc1 (stereo not given) | -4% | -3 | -4% | 12% | 1% | 1% | 32% | -4% | -3% |
| 24 | NCCCCC(NC(CCc1ccccc1)C(=O)O)C(=O)N1CCCC1C(=O)O (stereo not given) | -5% | · | · | 1% | -6% | -1%[60.1 µM] | · | -8% | · |

Ordered by value in APE1 inh (low to high): some entries from above.
entry	Structure	APE1 inh
17	CCn1c(=O)cc(SCC(=O)NCc2cccnc2)c2ccccc21	0%
24	NCCCCC(NC(CCc1ccccc1)C(=O)O)C(=O)N1CCCC1C(=O)O (stereo not given)	1%
20	FC(F)(F)c1cccc(NC(=S)N(CCCN2CCCC2)Cc2cccn2Cc2ccc(Cl)cc2)c1	4%
23	Cc1ccc(-c2nnc(SCC(=O)NCC3CCCO3)n2C)cc1 (stereo not given)	12%
19	COc1ccc(N=C2SCC(=O)N2c2ccc(OC)cc2)cc1	19%

Next structures follow.
(25) COc1ccc(N2CCN(C(=O)CNS(=O)(=O)c3ccc(C)cc3)CC2)cc1
(26) CC[n+]1ccc(C(=O)NCc2ccccc2)cc1
(27) CCCNC(=O)C1CNc2ccccc2O1 (stereo not given)
(28) O=C(Nc1ccc(OC(F)(F)F)cc1)C1CC(=O)N(Cc2ccco2)C1 (stereo not given)
(29) C#CCN(CC=C)C(=O)c1ccc2nc(C3CCCCC3)oc2c1
(30) NC(=O)c1ccccc1NC(=S)NC(=O)CCc1ccccc1
(31) C/C=C(\C)C(=O)N[C@@H](C)CN1C2=NC[C@H](C(C)C)N2C[C@H]1Cc1ccc(OC)cc1
(32) Cc1oc(-c2ccccc2)nc1CSc1nc2c(c(=O)[nH]1)CCC2

Screen / compound no.	25	26	27	28	29	30	31	32
Apoferritin bind	1%	1%	-7%	·	-15%	-12%	-14%	2%
LDHA inh	-3	-8	-5	-4	-1	-4	1	-15&0
Pol eta inh	-18%	-5%	-5%	-11%	-11%	-4%	-13%	-12%
APE1 inh	15%	17%	1%	10%	-13%	-7%	1%	2%
GRP78 ERSR act	-3%	-3%	-9%	-3%	5%	-5%	-2%	-3%
Pol kappa inh	-7%	-2%	-13%	-14%	-9%	-19%	19%	4%
Pol beta inh	16%	38%	19%	·	-1%	0%	-8%	8%
BLM inh	-3%	-2%	3%	·	-3%	0%	4%	6%
Pol iota inh	60%[activator]	-18%	1%	20%	16%	5%	9%	30%[activator]

(33) COc1ccc2[nH]cc(CCNS(=O)(=O)c3ccccc3)c2c1
(34) Cc1cccc(NC(=O)c2ccc(S(=O)(=O)N(C)CC3CCCO3)cc2)c1C (stereo not given)
(35) O=C(N/N=C/C(Cl)=C/c1ccccc1)c1ccccn1
(36) CC1CCCN(CCCNC(=O)c2coc3nc4ccccc4nc23)C1 (stereo not given)
(37) Cn1c(=O)c2c(nc(NCCc3ccccc3)n2CC(=O)NCCc2ccccc2)n(C)c1=O
(38) O=C(COc1ccc(S(=O)(=O)N2CCCC2)cc1Cl)NC1CCCC1
(39) O=C(COc1ccccc1)Nc1nnc(-c2ccco2)o1
(40) Cc1ccc(O)c(Cn2nnc3ccccc32)c1

Screen / compound no.	33	34	35	36	37	38	39	40
Apoferritin bind	-18%	·	?	201%[activator]	-9%	-19%	-6%	·
LDHA inh	-6	-6	-4	-8	-6	-3	0	0
Pol eta inh	-8%	-18%	-14%	-10%	-6%	-3%	3%	-21%
APE1 inh	8%	·	-2%	7%	-13%	0%	?	2%
GRP78 ERSR act	-2%	-5%	-4%	1%	-3%	-5%	-3%	-3%
Pol kappa inh	-10%	0%	-18%	-2%	-1%	-4%	-27%	-2%
Pol beta inh	12%	·	-27%	-3%	2%	?	1%	·
BLM inh	-4%	·	3%	-10%	-4%	-5%	-10%	·
Pol iota inh	77%[activator]	21%	164%[activator]	10%	21%	7%[58.9 µM]	135%[activator]	-11%

(41) CN(Cc1ccccc1)S(=O)(=O)c1cccc2cccnc12
(42) Nc1ccc(N2CCOCC2)c(Cl)c1
(43) Cc1onc(-c2c(Cl)cccc2Cl)c1C(=O)NNc1ccccc1
(44) CCCSc1nc(SCC(=O)NCc2ccccc2)c2c3c(sc2n1)COC(C)(C)C3
(45) O=C(NNC(=O)C1CCN(S(=O)(=O)c2ccccc2C(F)(F)F)CC1)c1ccccc1O

Screen / compound no.	41	42	43	44	45
Apoferritin bind	-23%	-10%	-7%	-6%	·
LDHA inh	-2	11	7	-6	1
Pol eta inh	-13%	-8%	-2%	-1%	-15%
APE1 inh	4%	-1%	-3%	-6%	3%
GRP78 ERSR act	-1%	-6%	-5%	-5%	-4%
Pol kappa inh	2%	-3%	-16%	-19%	1%
Pol beta inh	0%	-28%	8%	1%	·
BLM inh	-11%	-1%	-10%	-2%	·
Pol iota inh	-3%	-4%	131%[activator]	13%	7%
